Source: PubChem BioAssay (National Center for Advancing Translational Sciences (NCATS))
BRCA1 expr act: activators of BRCA1 expression | actives 1.1% (n = 380,000) | Potency, µM (series often up to 46.1 µM), for inactives: top-dose activation, actives largely listed as activators | MCF7-BRCA1-FFLuc reporter, luminescence, 48 h; response scale: scaled: vehicle 0%, 10 µM genistein 100%; also: potency is read from the fitted curve at half-maximal effect; nearly all actives have a fitted effect of over 80% in size; some results filed as inactive show a strong effect at the top dose
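48 h compound treatment of MCF7-BRCA1-FFLuc cells (phenol-red free MEM, 37 °C), then 15 min with luciferase substrate and luminescence imaging.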
ELG1 genotox: induces genotoxicity in HEK293T cells with luciferase-tagged ELG1. HEK293T ELG1-luciferase reporter, luminescence, 16 h. Potency, µM (top dose mostly 46 µM), without a hit: at the top dose activity change, positive = activation, hits mostly activators. actives 1.3% (n = 330,000). AID 504466; also: potency is read from the fitted curve at half-maximal effect; % of control where 0% means no effect; nearly all actives have a fitted effect of over 60% in size
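Genotoxic stress is detected as increased luminescence from luciferase-tagged ELG1 in HEK293T cells, measured with ONE-Glo after a 16 hr treatment at 37 °C.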
FLuc counter: firefly luciferase modulation, counter-screen for miR-21 project; P08659; purified FLuc, Km substrates, luminescence inhibition; Potency, µM (series often up to 57.5 µM), for inactives: at the top dose activity change, negative = inhibition, hits mostly inhibitors; actives 6.9% (n = 360,000);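 also: potency is read from the fitted curve at half-maximal effect; plate controls were vehicle for no effect and reference inhibitor for full effect; nearly all actives have a fitted effect of over 55% in size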
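Purified P. pyralis luciferase (10nM final) with 10uM D-luciferin and 10uM ATP (Km levels) in 50mM Tris acetate pH 7.5, 10mM Mg acetate, 0.01% Tween-20, 0.05% BSA; qHTS 6-point titration, ~60 µM downward; luminescence read.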
RORg inh: inhibitors of mouse ROR gamma transcriptional activity; Potency, µM (titrated, usually from 53.6 µM), inactives show at the top dose activity change, negative = inhibition, hits mostly inhibitors; actives 5.4% (n = 310,000); P51450; Drosophila S2 Gal4-RORgamma UAS-luciferase reporter, 20 h; also: potency is read from the fitted curve at half-maximal effect; % is scaled to controls: 0 for no effect and ±100 for the full control effect; nearly all actives have a fitted effect of over 60% in size
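Schneider cells (Drosophila), stable Gal4 DBD–ROR gamma + UAS-luc; 1 hr cmpd preincubation; Cu2+ induction 700 uM final; 20 hr ambient; luminescence.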
p53 reactivation: restores transcriptional activity of mutant p53; H1299 p53-A138V BP100-luciferase reporter, luminescence, 24 h; AID 504706; actives 0.063% (n = 320,000); Potency, µM (doses to about 92.2 µM), without a hit: at the highest dose activity change, positive = activation, hits mostly activators; also: potency is read from the fitted curve at half-maximal effect; % of control where 0% means no effect; nearly all actives have a fitted effect of over 45% in size
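H1299 (p53-null), stable ts p53-A138V + BP100-Luc; 1000 cells/well, Opti-MEM/10% FBS; cpd 4 pt, 1:5; 24 h, 37 deg C, 5% CO2; detection reagent 10 min RT; luminescence.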
Tb PFK block: blocks T. brucei phosphofructokinase; O15648; T. brucei PFK, ADP-Glo luminescence; Potency, µM (doses to about 57.5 µM), inactives show top-dose activity, negative = inhibition, hits mostly inhibitors; actives 0.17% (n = 330,000); AID 485367;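 also: potency is read from the fitted curve at half-maximal effect; 0% = uninhibited 1x PFK enzyme wells and -100% = no-enzyme wells; nearly all actives have a fitted effect of over 60% in size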
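Activity is normalized to no-enzyme wells (full inhibition) and 1.25 nM enzyme wells (no inhibition). Reaction: 0.5 mM F6P, 0.1 mM ATP, 45 min RT, ADP-Glo luminescence; concentration-response curves fitted and classed by quality.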
NPC1 promoter act: NPC1 promoter activation. Huh7 NPC1 promoter luciferase reporter, 24 h. Potency, µM (titrated, usually from 9.22 µM), inactives show at the top dose activation, most hits filed as activators. actives 2.4% (n = 320,000). AID 485313;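 also: potency is read from the fitted curve at half-maximal effect; % of control where 0% means no effect; nearly all actives have a fitted effect of over 60% in size; reporter is driven by a mutant NPC1 promoter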
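Stably transfected Huh7 (NPC1 promoter→luciferase), 1500 cells/well in Opti-MEM + 10% FBS, 2 h settle, then compound 24 h at 37 °C. Luminescence after 10 min with Amplite reagent.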
TRPV1 ag: human TRPV1 agonism; Q8NER1; TRPV1-expressing cells, Fluo-8 calcium influx, agonist mode; activation, % at 8.33 µM; actives 0.19% (n = 320,000); AID 540275; in the data active = activation above about 80%; inconclusive = between about 30% and that limit; also: 0% is about no effect
Target sequence (Q8NER1 whole entry, looked up): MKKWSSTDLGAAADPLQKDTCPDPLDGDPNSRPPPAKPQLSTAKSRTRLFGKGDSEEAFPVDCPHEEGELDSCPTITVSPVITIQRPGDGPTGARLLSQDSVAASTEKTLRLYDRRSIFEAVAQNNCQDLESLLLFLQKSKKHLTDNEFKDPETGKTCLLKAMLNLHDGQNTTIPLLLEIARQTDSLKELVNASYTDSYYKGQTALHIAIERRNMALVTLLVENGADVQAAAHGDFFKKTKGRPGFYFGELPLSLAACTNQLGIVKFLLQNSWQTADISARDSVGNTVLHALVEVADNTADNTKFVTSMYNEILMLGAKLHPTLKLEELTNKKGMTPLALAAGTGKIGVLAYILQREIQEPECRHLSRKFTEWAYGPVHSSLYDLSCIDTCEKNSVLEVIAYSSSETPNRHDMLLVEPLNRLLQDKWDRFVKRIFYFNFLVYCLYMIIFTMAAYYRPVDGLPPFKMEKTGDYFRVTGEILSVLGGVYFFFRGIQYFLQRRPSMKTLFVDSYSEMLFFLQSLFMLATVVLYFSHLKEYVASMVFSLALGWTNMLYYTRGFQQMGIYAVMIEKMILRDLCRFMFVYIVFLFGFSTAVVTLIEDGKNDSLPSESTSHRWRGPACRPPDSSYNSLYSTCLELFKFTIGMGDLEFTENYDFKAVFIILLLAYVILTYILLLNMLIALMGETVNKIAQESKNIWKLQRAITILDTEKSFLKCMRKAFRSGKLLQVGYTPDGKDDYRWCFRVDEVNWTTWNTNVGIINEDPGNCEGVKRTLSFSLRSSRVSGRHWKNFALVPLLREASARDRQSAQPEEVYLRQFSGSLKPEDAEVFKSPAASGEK
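Fluo-8 calcium influx in TRPV1-expressing cells, kinetic read (ex 480/em 520 nm). Compound added and read 3 min for agonist activity, followed by capsaicin at EC20 final and 2 min further read for enhancement.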
Rab9 prom act: activators of Rab9 promoter; AID 485297; Huh7 Rab9 promoter-luciferase reporter, luminescence, 24 h; actives 2.8% (n = 320,000); Potency, µM (top dose mostly 9.22 µM), for the others: top-dose activation, negative = inhibition, usual class: activators; also: potency is read from the fitted curve at half-maximal effect; % of control where 0% means no effect; nearly all actives have a fitted effect of over 60% in size
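Huh7 cells stably carrying Rab9 promoter–luciferase reporter, plated 1500 cells/well, compound added after 2 h and incubated 24 h at 37 °C; luciferase luminescence then read after 10 min with detection reagent.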
Gal4-VP16 FLuc: counter-screen for ROR gamma inhibitors: Gal4-VP16 reporter; Drosophila S2 Gal4-VP16 UAS-luciferase, luminescence, 20 h; Potency, µM (top dose mostly 53.6 µM), without a hit: at the highest dose activity, negative = inhibition, usual class: inhibitors; actives 3.5% (n = 310,000); AID 2546;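 also: Gal4-VP16 expression switched on by copper sulfate through the metallothionein promoter; potency is read from the fitted curve at half-maximal effect; % is scaled to controls: 0 for no effect and ±100 for the full control effect; nearly all actives have a fitted effect of over 50% in size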
ELG1 repair inh: blocks ELG1-dependent DNA repair in HEK293T cells; AID 504467; HEK293T ELG1-luciferase reporter, luminescence, 16 h; DNA damage induced by 5-fluorouridine; Potency, µM (doses to about 46.1 µM), without a hit: top-dose activity change, negative = inhibition, hits mostly inhibitors; actives 2.3% (n = 330,000); also: potency is read from the fitted curve at half-maximal effect; % is scaled to controls: 0 for no effect and ±100 for the full control effect; nearly all actives have a fitted effect of over 55% in size
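Reporter activity after DNA damage by 5-fluorouridine is monitored. Compound-treated cells incubate 16 hr at 37 °C, then ONE-Glo is added for 30 min before luminescence reading.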
The depositor's hits bear a star; u = inconclusive; x = no result given; & = joins results of further samples; [ ] = another dose, or the depositor's remark. Unless noted, calls follow the shape of the dose curve; as a rule, active = well fitted curve in the direction sought with a large enough effect; inconclusive = small, poorly fitted or top-dose-only effect, or another doubt; inactive = no such curve, though single readings can be large; an effect the other way counts as inactive or inconclusive.

SMILES	BRCA1 expr act	ELG1 genotox	FLuc counter	RORg inh	p53 reactivation	Tb PFK block	NPC1 promoter act	TRPV1 ag	Rab9 prom act	Gal4-VP16 FLuc	ELG1 repair inh
CCCN(CC(=O)Nc1ccc(F)c(F)c1F)C(=O)Cc1ccc(S(=O)(=O)N2CCOCC2)s1	-11%	2%	5%	x	-3%	0%	1%	2	1%	x	4%
Cc1ccnc(SCCn2c(N3CCN(Cc4ccccc4)CC3)nc3c2c(=O)[nH]c(=O)n3C)n1	-13%	-6%	-2%	12%	0%	4%	0%	x	-8%	8%	9.2µM*
COc1ccccc1NC(=O)CN1CCC(c2nc3ccc(C)cc3[nH]2)CC1	-10%	-4%	-19%	4%	1%	3%	4%	8	-11%	1%	-9%
O=C1CN(C(=O)COC(=O)CCNS(=O)(=O)c2ccc(Cl)cc2)c2ccccc2N1	0%	-3%	2%	23%	-3%	4%	-3%	1	-4%	-6%	-5%
CCCCc1c(C)nc(N2CCCC2)[nH]c1=O	9%	-1%	1%	5%	3%	-6%	1%	-3	-3%	3%	-2%
CCC(=O)c1ccc(OCC(O)CNCCc2ccc(Cl)cc2)cc1 (stereo not given)	-50%	-1%	1%	1%	-6%	-12%	-2%	3	-2%	-5%	12%
CC1CCN(C(=O)C2CCC(CNc3c(N4CCCCC4)c(=O)c3=O)CC2)CC1 (stereo not given)	-1%	-1%	1%	20%	3%	-21%	-3%	1	0%	0%	-20%
O=C(CCN=C1NS(=O)(=O)c2ccccc21)OCC(=O)c1ccc(F)cc1	12%	0%	0%	x	0%	-1%	0%	-1	-4%	x	2%
O=C(NNC(=O)c1cc(-c2ccc(Cl)cc2)nc2ccccc12)c1csc(N2CCOCC2)n1	-40%	-25%	u	x	-3%	7%	-3%	-1	-1%	x	u
COc1ccc(/C=C2\SC(=S)N(CC(=O)N(C)C3CCS(=O)(=O)C3)C2=O)cc1 (stereo not given)	42%	4%	19µM*	29%	u	0%	13%	-2	0%	9%	9%
CO/N=C/c1cn(-c2ccc(Cl)cc2)nn1	97%	20%	-24%	18%	5%	2%	3%	u	-2%	9%	15%
O=C(CCn1c(=O)oc2ccccc21)N1CCN(c2ccccc2F)CC1	6%	2%	-4%	21%	12%	-2%	0%	6	2%	17%	-4%
Oc1ccccc1Nc1ncnc2c1oc1ccccc12	-28%	u	-2%	28%	4%	7%	-3%	1	6%	7%	u
COc1ccc(CCNS(=O)(=O)c2c(N)n(C)c(=O)n(C)c2=O)cc1OC	4%	5%	0%	14%	2%	1%	-2%	4	-8%	0%	13%
COc1ccc(C(=O)Nc2nc3ccccc3s2)cc1OC	4.5µM*	2%	-3%	14%	-5%	-6%	1%	-5	-2%	u	u
COc1cccc(C(=O)Cn2c(=O)n(CC3CCCO3)c(=O)c3ccccc32)c1 (stereo not given)	-22%	0%	0%	5%	-5%	-1%	-2%	8	14%	-5%	-17%
COc1cc([N+](=O)[O-])c(OC)cc1SCc1n[nH]c(=S)n1-c1ccc(F)cc1	-10%	-1%	u	-37%	0%	-1%	-3%	8	1%	1%	12%
CC(=O)Nc1ccc(NC(=O)COc2cc(O)c3c(c2)OC(C)(C)CC3=O)cc1	7%	10%	21µM*	26%	x	0%	11%	u	2%	1%	15%
Cc1cc(C)n(CCO)c(=O)n1	1%	6%	4%	-11%	-5%	2%	-1%	-1	3%	10%	8%
CCc1ccc(N(C(=O)c2ccoc2C)C(C(=O)NC2CCCC2)c2ccc(OC)cc2)cc1 (stereo not given)	-55%	0%	3%	26%	-1%	6%	-11%	u	3%	1%	-9%
Cc1sc2ncn(CC(=O)NCC(=O)N3CCN(c4ccccc4F)CC3)c(=O)c2c1C	4%	-1%[9.26 µM]	1%	-6%	0%	0%	-2%	4	1%	5%	16%
COc1ccc(/C=N/Nc2cc(OC)ncn2)cc1	u	1.8µM*	0.95µM*	u	u	-1%	3.5µM*	2	1µM*	-26%	u
COCc1cc(=O)n2[nH]c(-c3cccc(Br)c3)cc2n1	49%	11µM*	u	23%	u	-2%	29%	-1	22%	-4%	u
CCOCCc1nnc(NC(=O)c2cccc(F)c2)s1	22%	u	-14%	28%	u	0%	15%	9	8%	7%	u
Cc1ccsc1C(=O)N1CC(=O)Nc2ccccc21	-26%	-3%	-1%	0%[10 µM]	-6%	2%	3%	-2	-12%	-2%	-28%
Cc1onc(-c2ccccc2)c1C(=O)N/N=C/c1ccco1	0%	1%	-3%	u	-5%	-2%	-2%	-3	-2%	-13%	-8%
Cc1ccc(NC(=O)CS(=O)CC(=O)NC2CCN(Cc3ccccc3)CC2)c(C)c1 (stereo not given)	1%	0%	0%	34%	2%	0%	-4%	1	1%	u	0%
Nc1scc2c(C(=O)N/N=C/c3ccc(Cl)cc3)nn(-c3ccccc3)c(=O)c12	0%	-1%	u	4%	-23%	-8%	1%	1	-6%	-9%	u
NC(=O)N/N=C/c1coc2ccc3ccccc3c2c1=O	-23%	0%	-8%	-3%	-1%	5%	-1%	15	0%	-3%	9%
CCCCCCNS(=O)(=O)c1ccccc1Br	-8%	4%	-1%	-30%&11%	2%	0%	-2%	11	-6%	u	-1%
COc1ccc(C2CC(C(F)(F)F)n3ncc(C(=O)O)c3N2)cc1OC (stereo not given)	5%	3%	2%	-7%	0%	-4%	1%	-2	3%	-5%	15%
COc1ccc(NC(=O)c2ccco2)cc1N	108%	14%	u	23%	u	-6%	u	1	u	-17%	u
COc1ccc(-c2ccc(/C=N/NC(=O)c3cccnc3)o2)c([N+](=O)[O-])c1	0%	-3%	-1%	20µM*	-14%	-2%	1%	-1	9%	u	u
CCOc1ccccc1NC(=O)c1cc(-c2ccncc2)nc2c(Cl)cccc12	-66%	-8%	5%	-19%	-3%	-3%	-1%	6	-2%	-1%	u
NS(=O)(=O)c1cccc(NC(=O)COC(=O)Cn2cnc3ccccc32)c1	-3%	4%	-1%	11%	-1%	2%	-1%	-1	0%	-3%	13%
CC(=O)c1sc2nc(SCC(=O)N3CCCCC3)[nH]c(=O)c2c1C	-51%	-2%	u	44%	14%	0%	-2%	-2	1%	19%	15%
CCc1sc(C(=O)NC2CCN(C)CC2)cc1Br	-9%	-7%	0%	27%	-12%	-5%	1%	2	1%	-10%	6%
Cc1cc(C)cc(NC(=O)C(OC(=O)c2ccc(NC(=O)CC#N)cc2)c2ccccc2)c1 (stereo not given)	-9%	-5%	1%	x	1%	1%	0%	2	-2%	x	6%
COc1ccc(CN2CCNC(=O)C2CC(=O)NC2CCCCC2)c(OC)c1 (stereo not given)	-8%	5%	4%	-9%	-5%	-7%	0%	-2	16%	5%	13%
COC(=O)c1cn(-c2ccccc2)nc1-c1ccc(OC)cc1	-19%	-3%	-13%	36%	-6%	0%	-4%	21	-4%	-16%	26µM*

Structures above printed as active in BRCA1 expr act:
molecule | BRCA1 expr act | RORg inh | p53 reactivation | NPC1 promoter act | TRPV1 ag | Rab9 prom act
COc1ccc(C(=O)Nc2nc3ccccc3s2)cc1OC | 4.5µM* | 14% | -5% | 1% | -5 | -2%

Part of the list above, comma-delimited:
Molecule,BRCA1 expr act,ELG1 genotox,FLuc counter,RORg inh,p53 reactivation,Tb PFK block,NPC1 promoter act,TRPV1 ag,Rab9 prom act,Gal4-VP16 FLuc,ELG1 repair inh
COCc1cc(=O)n2[nH]c(-c3cccc(Br)c3)cc2n1,49%,11µM*,u,23%,u,-2%,29%,-1,22%,-4%,u
CCOCCc1nnc(NC(=O)c2cccc(F)c2)s1,22%,u,-14%,28%,u,0%,15%,9,8%,7%,u

More results follow.
SMILES	BRCA1 expr act	ELG1 genotox	FLuc counter	RORg inh	p53 reactivation	Tb PFK block	NPC1 promoter act	TRPV1 ag	Rab9 prom act	Gal4-VP16 FLuc	ELG1 repair inh
CC(=O)Nc1ccc(Nc2nc3ccccc3nc2NS(=O)(=O)c2ccccc2)cc1	-32%	-4%	u	38%	-5%	1%	-8%	2	-2%	2%	-11%
Cc1cc(C)cc(-n2c(SC(C)C(=O)NCc3ccc4c(c3)OCO4)nc3ccccc3c2=O)c1 (stereo not given)	-42%	-2%	1%	-5%	-11%	7%	-3%	11	1%	u	u
O=C(CCN1c2ccccc2Sc2ccccc21)Oc1ccccc1	-7%	2%	6%	38%	3%	9%	-3%	12	-6%	-11%	10%
COc1ccc(-c2cc(C(=O)N/N=C(\C)c3cccnc3)c3cc(C)ccc3n2)cc1OC	-20%	-8%	5%	-11%	3%	3%	3%	5	0%	-1%	-3%
CCOC(=O)c1sc(N/N=C/c2cccc(C)c2)nc1C	2.8µM*	11%	8.5µM*	7.9µM*	u	1%	u	0	u	u	u
